Tau fluor counter: Counterscreen qHTS for Inhibitors of Tau Fibril Formation, Fluorescence Polarization | AID 1463, 2008 | Potency, µM (series often up to 57.7 µM), for inactives: at the top dose activity change, negative = decrease | tau K18 P301L Alexa594 fluorescence, heparin fibrillization | 280,000 tested, 0.93% active; also: nearly all actives have a fitted effect of over 55% in size
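Human K18 P301L tau (15 uM unlabeled plus 0.24 uM Alexa 594-labeled, final) in 100 mM sodium acetate pH 7 was mixed with compound and 20 uM heparin and incubated 6 hr at 37 C.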
Tau FP inhib: qHTS for Inhibitors of Tau Fibril Formation, Fluorescence Polarization | Microtubule-associated protein tau (Homo sapiens), P10636 | K18 P301L tau heparin fibrillization, Alexa594 FP, 6 h | Potency, µM (doses to about 57.7 µM), inactives show at the top dose activity, negative = inhibition, hits mostly inhibitors | 280,000 tested, 0.39% active | AID 1468, 2008; also: nearly all actives have a fitted effect of over 55% in size
Target sequence (P10636 561-689 P618L limits assumed): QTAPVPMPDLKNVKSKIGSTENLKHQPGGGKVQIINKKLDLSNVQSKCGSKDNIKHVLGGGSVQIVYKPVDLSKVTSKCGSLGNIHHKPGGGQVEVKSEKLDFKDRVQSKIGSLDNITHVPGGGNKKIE
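Quantitative HTS format: compounds meet 15 uM recombinant K18 P301L tau and Alexa 594-tau tracer in 100 mM sodium acetate pH 7; 20 uM heparin triggers fibrillization at 37 C over 6 hr; FP gives the signal.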
L3MBTL1 block: qHTS Assay for the Inhibitors of L3MBTL1; Lethal(3)malignant brain tumor-like protein 1 (Homo sapiens), Q9Y468; AlphaScreen L3MBTL1–H3K9me1 peptide binding; Potency, µM (titrated, usually from 57.1 µM), without a hit: at the top dose activity, negative = inhibition, actives largely listed as inhibitors; 230,000 tested, 0.66% active; also: nearly all actives have a fitted effect of over 60% in size
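Read-out is AlphaScreen signal from streptavidin donor and nickel chelate acceptor beads (10 ug/mL final each) bridging L3MBTL1 (50 nM) and biotinylated K9-monomethylated H3(1-15) peptide (75 nM), after 30 min compound exposure at room temperature.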
TexasRed fluor: Total Fluorescence Counterscreen for Inhibitors of the Interaction of Thyroid Hormone Receptor and Steroid Receptor Coregulator 2 | TRb/SRC2 Texas Red total fluorescence interference | Potency, µM (titrated, usually from 106 µM), inactives show at the highest dose fluorescence change, negative = quenching | 280,000 tested, 0.29% active | AID 1479, 2009; active = well fitted curve in either direction with a large enough effect; inconclusive = small, poorly fitted or top-dose-only effect
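Human TRβ ligand-binding domain (0.6 uM) and Texas Red SRC2 peptide (20 nM) in Tris buffer with 1 uM T3 and 5% DMSO were incubated with pinned compound for 5 hr at ambient temperature. Total fluorescence was computed as S + 2P (555/632 nm).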
Tau ThT inhib: qHTS for Inhibitors of Tau Fibril Formation, Thioflavin T Binding. Microtubule-associated protein tau (Homo sapiens), P10636. recombinant tau K18 P301L, heparin-induced fibrillization, ThT fluorescence. Potency, µM (highest dose often 57.4 µM), without a hit: at the highest dose activity, negative = inhibition, hits mostly inhibitors. 270,000 tested, 2.1% active; also: nearly all actives have a fitted effect of over 55% in size
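Fibril formation assay: tau K18 P301L at 15 uM with trace Alexa 594 label, heparin inducer 20 uM, pH 7 sodium acetate buffer, 37 C for 6 hr; endpoint ThT signal.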
ALDH1A1 block: qHTS Assay for Inhibitors of Aldehyde Dehydrogenase 1 (ALDH1A1). Purified ALDH1A1, NADH fluorescence, propionaldehyde substrate. Potency, µM (top dose mostly 75.3 µM), for the others: at the top dose activity, negative = inhibition, usual class: inhibitors. 220,000 tested, 7.3% active; active = well fitted inhibition curve with a large enough effect, not every such curve was filed as active; inconclusive = small, poorly fitted or top-dose-only effect, or another doubt; inactive = no such curve, though single readings can be large or run the other way;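 also: plate controls were no enzyme wells and a reference inhibitor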
Target sequence (P00352 whole entry, looked up): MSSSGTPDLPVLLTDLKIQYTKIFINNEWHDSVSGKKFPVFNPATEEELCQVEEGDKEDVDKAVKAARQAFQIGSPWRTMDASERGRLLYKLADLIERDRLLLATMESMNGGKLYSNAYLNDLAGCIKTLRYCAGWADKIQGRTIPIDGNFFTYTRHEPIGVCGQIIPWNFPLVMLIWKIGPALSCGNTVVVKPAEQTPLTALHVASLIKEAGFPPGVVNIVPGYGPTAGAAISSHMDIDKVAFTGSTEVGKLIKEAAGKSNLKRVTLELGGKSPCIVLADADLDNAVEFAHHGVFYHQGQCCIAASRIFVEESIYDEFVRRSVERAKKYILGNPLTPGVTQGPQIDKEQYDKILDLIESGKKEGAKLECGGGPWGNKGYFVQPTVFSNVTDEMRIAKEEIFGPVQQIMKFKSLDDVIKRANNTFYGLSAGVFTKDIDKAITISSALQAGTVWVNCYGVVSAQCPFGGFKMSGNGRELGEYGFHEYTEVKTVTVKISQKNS
aGal spleen mod: qHTS Assay for Inhibitors and Activators of Human alpha-Galactosidase From Spleen Homogenate; 240,000 tested, 0.008% active; human spleen homogenate, 4MU-alpha-Gal fluorescence, 40 min; Potency, µM (doses to about 80 µM), inactives show at the highest dose activity change, negative = inhibition, usual class: inhibitors;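 also: 0% = enzyme with vehicle and -100% = no enzyme basal signal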
Target sequence (P06280 32-429 limits assumed): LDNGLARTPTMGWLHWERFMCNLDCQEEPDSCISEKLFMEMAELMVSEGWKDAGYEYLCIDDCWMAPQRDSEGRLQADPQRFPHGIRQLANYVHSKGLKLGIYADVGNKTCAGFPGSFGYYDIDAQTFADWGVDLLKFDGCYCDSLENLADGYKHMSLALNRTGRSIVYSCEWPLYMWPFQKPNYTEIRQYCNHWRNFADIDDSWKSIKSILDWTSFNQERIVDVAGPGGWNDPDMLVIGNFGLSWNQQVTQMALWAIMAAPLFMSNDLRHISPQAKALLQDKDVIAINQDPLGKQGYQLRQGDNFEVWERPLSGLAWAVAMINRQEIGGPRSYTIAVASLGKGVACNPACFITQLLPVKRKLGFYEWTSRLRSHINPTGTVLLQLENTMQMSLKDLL
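Human spleen homogenate (1 ug) as enzyme source, 4-methylumbelliferyl-alpha-D-galactopyranoside 1 mM final, citrate/phosphate pH 5.0 with 0.01% Tween-20. Compounds 40 min at 37C, NaOH/glycine stop; fluorescence Ex 365/Em 440, Hill-fit AC50.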
TRb-SRC2 inh: qHTS for Inhibitors of the Interaction of Thyroid Hormone Receptor and Steroid Receptor Coregulator 2 | Thyroid hormone receptor beta (Homo sapiens), P10828 | TRbeta-SRC2 peptide binding, fluorescence polarization; receptor liganded with 1 µM T3 | Potency, µM (top dose mostly 106 µM), for inactives: at the highest dose activity change, negative = inhibition, usual class: inhibitors | 280,000 tested, 0.065% active;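 also: plate controls were bound peptide for no effect and peptide without receptor for full effect; nearly all actives have a fitted effect of over 50% in size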
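Fluorescence polarization of 20 nM Texas Red SRC2 peptide with 0.6 uM human TRb ligand-binding domain, in Tris buffer with 1uM T3 and 5% DMSO. Incubated 5 hr ambient; normalized to unbound and bound controls.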
Starred values were filed as active, the others as inactive; ? = inconclusive; nt = not tested or not shown; & = joins results of further samples; [ ] = dose if it differs, or a comment. Unless noted, calls follow the shape of the dose curve; as a rule, active = well fitted curve in the direction sought with a large enough effect; inconclusive = small, poorly fitted or top-dose-only effect, or another doubt; inactive = no such curve, though single readings can be large; an effect the other way counts as inactive or inconclusive. Unless noted, % is scaled to controls: 0 for no effect and ±100 for the full control effect; potency is read from the fitted curve at half-maximal effect.

SMILES	Tau fluor counter	Tau FP inhib	L3MBTL1 block	TexasRed fluor	Tau ThT inhib	ALDH1A1 block	aGal spleen mod	TRb-SRC2 inh
CC(=O)c1c(C)nc(-c2ccc(Cl)cc2Cl)n1O	-2%	2%	7%	-2%	0%	9%	7%	-9%
COc1cccc(CN2CCN(S(=O)(=O)c3ccc(Br)cc3)CC2)c1	-23%	8%	nt	-3%	-20%	0%	2%	-5%
CCCCc1nc(NCCNC(=O)c2ccco2)c(C#N)c2c1CSC(C)(C)C2	-10%	-7%	nt	5%	?	?	6%	?
O=c1c2ccccc2nc2c3ccccc3c(NCc3cccnc3)nn12	-15%	-7%	?	-8%	-13%	?	5%	-13%
COc1ccc(N(CC(=O)Nc2cc(C)ccc2C)S(=O)(=O)c2ccccc2[N+](=O)[O-])c(OC)c1	-22%	-8%	3%	-7%	-14%	-4%	3%	0%
Cc1oc(-c2cccc(Cl)c2)nc1CN1CCC(C(=O)NC(C)c2ccccc2)CC1 (stereo not given)	-9%	5%	nt	-3%	-5%	nt	nt	-1%
Cc1cc2nc(C3CCN(Cc4nnnn4Cc4cccs4)CC3)[nH]c2cc1C	-10%	1%	nt	1%	-4%	?	2%	0%
CCS(=O)(=O)n1nc(-c2ccco2)nc1NCc1ccc(C(C)C)cc1	-19%	-1%	nt	0%	2%	nt	nt	0%
CC1CC(C)CN(C(=O)c2ccncc2)C1 (stereo not given)	0%	0%	nt	5%	-7%	-13%	-2%	-4%
OC(COCc1ccc2c(c1)OCO2)CN1CCN(Cc2ccccc2)CC1 (stereo not given)	4%	7%	nt	-9%	-5%	0%	10%	-12%
CCCCOC(=O)c1ccc(NC(=O)C(=O)NCc2ccncc2)cc1	-9%	6%	3%	-30%	-15%	?	-25%	3%
Cc1nc2ccccc2nc1N1CCOCC1	2%	4%	nt	-5%	1%	3%	-4%	-7%
c1ccc(CN2c3ccccc3-c3nc4ccccc4n3C2c2ccccn2)cc1 (stereo not given)	-19%	1%	41%[activator]	-6%	?	?	?	0%
COc1cccc(-n2c(SCC(=O)N3CCCCC3)nc3c([nH]c4ccccc43)c2=O)c1	0%&12%	?	-1%	1%&-23%	-1%&8%	8%	4%	1%&9%
CCNC(=O)N1CCOCC1	-2%	9%	nt	-6%	-2%	12%	11%	2%
Cc1nc(CSc2ccccc2)cc(=O)[nH]1	0%	6%	-13%	-4%	1%	-5%	0%	1%
Clc1ccc(N=c2ssnc2Cl)cc1	-22%	18µM*	-19%	1%	13µM*	1.1µM*	6%	-13%
O=C(/C=C/Nc1ccc(Br)cc1F)c1ccco1	-15%	?	-9%[11.4 µM]	-3%	?	?	-3%	-7%
CCCCc1c(C)nc2c(-c3ccc(Cl)cc3)c(C)[nH]n2c1=O	-14%	1%	nt	-11%	-17%	nt	nt	-1%
O=C(Nc1ccc(Cl)cc1)Nc1ccccc1CC[N+](=O)[O-]	-23%	-5%	-4%	-1%	1%	?	-2%	10%
O=C(Nc1ccc(-c2nc3ccccc3o2)cc1)c1ccc(N2CCOCC2)c([N+](=O)[O-])c1	?	?	1%	-2%	2.8µM*	-10%	-1%	0%
Cc1cc(C)cc(NC(=O)C(Cc2ccccc2)NS(=O)(=O)c2ccc3c(c2)c(=O)n(C)c(=O)n3C)c1 (stereo not given)	-24%	-8%	nt	-1%	2%	nt	nt	-5%
CC(C)c1cccc2cc3c(nc12)-c1cccc(=O)n1C3	-17%	-4%	nt	-1%	-23%	?	?	2%
O=C(NCCc1ccc(F)cc1)c1cc(-c2ccncc2)nc2ccccc12	-25%	0%	-4%	-2%	-8%	-11%	6%	4%
Cc1ccn2c(C(=O)CSc3ccc(Cl)cc3Cl)c(C)nc2c1	-2%	0%	-2%	1%	-11%	-1%	4%	6%
(cont.)
SMILES	Tau fluor counter	Tau FP inhib	L3MBTL1 block	TexasRed fluor	Tau ThT inhib	ALDH1A1 block	aGal spleen mod	TRb-SRC2 inh
COc1cc(NS(C)(=O)=O)ccc1Cc1c2ccccc2nc2ccccc12	-18%	-3%	nt	-1%	?	15%	21%	0%
COc1cc(C(=O)O/N=C2/C=C(C)C(=O)C=C2C)cc(OC)c1OC	-5%	-2%	11%	-24%	?	6%	-9%	3%
Cc1cc(/C=N/NC(=O)C(O)(c2ccccc2)c2ccccc2)c(C)n1-c1ccc(C(=O)O)cc1	-3%	2%	-18%	-1%	-12%	?	?	0%
O=C(CSc1nnc2ccccn12)NCc1ccco1	-5%	-3%	nt	0%	-4%	?	1%	-10%
OCCN1CCN(CC/C=C2\c3ccccc3Sc3ccc(C(F)(F)F)cc32)CC1	nt	nt	nt	-5%[53 µM]	nt	-11%[20.9 µM]	10%[29.1 µM]	-7%[53 µM]
Cc1cccn2c(=O)c(C=O)c(Cl)nc12	-8%	-10%	6%	-4%	?	nt	29%	-1%
CCn1cc2nc(SCc3ccc(F)cc3)n(CCc3ccccc3)c(=O)c2n1	-21%	-13%	nt	1%	-14%	nt	nt	13%
COc1ccc(-n2ccnc2CN2CCCC(CO)(Cc3cccc(OC)c3)C2)cc1 (stereo not given)	-4%	9%	-21%	-2%	-14%	-4%	7%	-2%
CCN(CC(=O)Nc1ccc2c(c1)OCCO2)C(=O)c1cccc(S(=O)(=O)N2CCOCC2)c1	0%	3%	2%	2%	-5%	6%	-9%	-7%
O=C(C1COc2ccccc2O1)N(Cc1cccnc1)c1nc2ccc(Cl)cc2s1 (stereo not given)	-14%	2%	nt	-1%	-15%	nt	nt	-6%
CCOC(=O)c1c(C)oc(C)c(C(=O)OCC)c1=O	5%	6%	2%	-2%	4%	nt	2%	2%
Cc1ccc(-c2nc(C)sc2CC(=O)Nc2nnc(C)s2)cc1	-3%	2%	?	-2%	0%	11%	6%	13%
Cc1cc(C(=O)NCCCn2ccnc2)cs1	3%	-3%	7%	-2%	-2%	6%	-4%	-5%
COc1cc(NC(=O)c2ccc(CNc3c(N4CCCC4)c(=O)c3=O)cc2)cc(OC)c1OC	-15%	7%	nt	-4%	nt	nt	2%	0%
Cc1ccc2nc(/C(C#N)=C/c3cccc(Br)c3)[nH]c2c1	?	-4%	nt	1%	5µM*	nt	nt	1%
COC(=O)CNC(=O)C1CCN(S(=O)(=O)c2cccc3nsnc23)CC1	-5%	-7%	nt	-1%	-2%	nt	nt	-1%
O=C(Nc1ccc(Cl)cc1)Nc1cc(S(=O)(=O)N2CCOCC2)ccc1N1CCCC1	?	1%	-11%	-1%	1%	?	1%	-1%
O=C1CN(C(=O)Nc2ccccc2Cl)C(c2ccccc2)c2c(sc3c2CCCC3)N1 (stereo not given)	-13%	0%	nt	-1%	-6%	nt	nt	-11%
O=C(NCCc1ccc(Cl)cc1)C1CCCN(S(=O)(=O)c2cnc[nH]2)C1 (stereo not given)	-7%	-5%	nt	2%	-6%	1%	7%	-8%
CCOC(=O)CCC(=O)NNC(=O)COc1ccc(C(C)C)cc1Br	-4%	-2%	-6%[11.4 µM]	2%	-4%	-5%	6%	4%
O=S(=O)(NCC(Nc1ccc(Cl)cc1)c1ccccc1)c1ccc(Cl)cc1 (stereo not given)	?	1%	-3%	-3%	12%	-4%	4%	-2%
CN1CCc2c(sc3c2c(=O)n(-c2ccccc2)c2nnc(SCc4ccccc4)n32)C1	-6%	-7%	nt	0%	-24%	25µM*	2%	-7%
COCC(C)NC(=O)NC1(C(F)(F)F)Oc2ccc(Cl)cc2O1 (stereo not given)	-11%	-15%	0%	1%	-12%	22µM*	1%	5%
Cc1cc(C(=O)Nc2nnc(-c3ccccc3)s2)no1	-3%	2%	50%[activator]	4%	0%	-5%	5%	-20%
CCOC(=O)c1cc2c(=O)n3ccccc3nc2n(CC2CCCO2)c1=NC(=O)c1ccc(OC)cc1OC (stereo not given)	-6%	-5%	nt	-4%	-10%	nt	nt	-2%

Five successive compounds from above, for reference:
SMILES	Tau fluor counter	Tau FP inhib	L3MBTL1 block	TexasRed fluor	Tau ThT inhib	ALDH1A1 block	aGal spleen mod	TRb-SRC2 inh
O=S(=O)(NCC(Nc1ccc(Cl)cc1)c1ccccc1)c1ccc(Cl)cc1 (stereo not given)	?	1%	-3%	-3%	12%	-4%	4%	-2%
CN1CCc2c(sc3c2c(=O)n(-c2ccccc2)c2nnc(SCc4ccccc4)n32)C1	-6%	-7%	nt	0%	-24%	25µM*	2%	-7%
COCC(C)NC(=O)NC1(C(F)(F)F)Oc2ccc(Cl)cc2O1 (stereo not given)	-11%	-15%	0%	1%	-12%	22µM*	1%	5%
Cc1cc(C(=O)Nc2nnc(-c3ccccc3)s2)no1	-3%	2%	50%[activator]	4%	0%	-5%	5%	-20%
CCOC(=O)c1cc2c(=O)n3ccccc3nc2n(CC2CCCO2)c1=NC(=O)c1ccc(OC)cc1OC (stereo not given)	-6%	-5%	nt	-4%	-10%	nt	nt	-2%

Continuation.
SMILES	Tau fluor counter	Tau FP inhib	L3MBTL1 block	TexasRed fluor	Tau ThT inhib	ALDH1A1 block	aGal spleen mod	TRb-SRC2 inh
c1ccc(-c2csc(Cc3nnc4n3CCCCC4)n2)cc1	0%	-2%	-4%	-2%	-5%	3%	9%	-5%
COc1cc(CC(=O)Nc2cccc(SC)c2)cc(OC)c1OC	-10%	-4%	0%	-1%	-5%	16%	-10%	11%
CSc1ccc(/C=C(/NC(=O)c2ccccc2)C(=O)N2CCN(C)CC2)cc1	1%	1%	-6%	-1%	0%	?	2%	2%
Cc1c(Cc2ccccc2)c(=O)n2c([nH]c3ccccc32)c1C#N	?	6%	0%	-1%	-16%	nt	?	-1%
CCN(Cc1ccccc1)S(=O)(=O)c1cc(C(=O)NCCCN(C)C)ccc1OC	-4%	2%	6%	2%	-1%	0%	3%	2%
COc1ccc(/C=N/n2cncn2)cc1Cn1nc(C)c([N+](=O)[O-])c1C	-2%	3%	10%	-5%	-8%	nt	7%	-5%
O=C(CS(=O)CC(=O)Nc1ccc(Cl)cc1)NCC1OCCc2ccccc21 (stereo not given)	-13%	-3%	nt	-2%	3%	-4%	0%	-1%
